FEN1 inh – qHTS Assay for the Inhibitors of Human Flap endonuclease 1 (FEN1); Recombinant FEN1 flap cleavage, fluorescence, 15 min; Potency, µM (titrated, usually from 114 µM), for inactives: at the top dose activity change, negative = inhibition, most hits filed as inhibitors; 390,000 tested, 0.35% active; note: nearly all actives have a fitted effect of over 65% in size
Target sequence (P39748 whole entry, looked up): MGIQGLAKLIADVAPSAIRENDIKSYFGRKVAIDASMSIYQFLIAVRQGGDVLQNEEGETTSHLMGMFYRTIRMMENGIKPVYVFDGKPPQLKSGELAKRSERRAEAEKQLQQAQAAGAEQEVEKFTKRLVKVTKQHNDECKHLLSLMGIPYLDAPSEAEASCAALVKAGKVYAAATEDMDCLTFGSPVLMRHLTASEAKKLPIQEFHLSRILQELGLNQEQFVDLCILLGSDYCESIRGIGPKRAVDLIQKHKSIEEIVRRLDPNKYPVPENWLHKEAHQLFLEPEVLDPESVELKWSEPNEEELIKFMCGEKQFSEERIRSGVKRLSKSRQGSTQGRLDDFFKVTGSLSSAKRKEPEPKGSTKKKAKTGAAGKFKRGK
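Recombinant FEN1 (10 nM) was preincubated with pin-transferred compounds for 15 min at room temperature, then flap DNA substrate (50 nM final) was added. Plates were read at 0 and 15 min, and normalized concentration–response data were fitted to a four-parameter Hill equation.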
N370S GC – qHTS Assay for Inhibitors and Activators of N370S glucocerebrosidase as a Potential Chaperone Treatment of Gaucher Disease | Potency, µM (highest dose often 59.4 µM), for the others: at the top dose activity change, negative = inhibition, actives largely listed as inhibitors | 330,000 tested, 0.092% active | Lysosomal acid glucosylceramidase (Homo sapiens), P04062 | N370S GC spleen homogenate, 4MU-glucoside fluorescence;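 note: 0% = full enzyme activity and -100% = no enzyme basal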
TDP1 cell CPT – qHTS for Inhibitors of human tyrosyl-DNA phosphodiesterase 1 (TDP1): qHTS in cells in presence of CPT; chicken DT40 Tdp1-/-;hTDP1 cells + 20 nM CPT, ATP luminescence, 48 h; Potency, µM (series often up to 46.2 µM), inactives show at the highest dose activity change, negative = growth inhibition, hits mostly inhibitors; 420,000 tested, 12% active; AID 686979, 2013; note: nearly all actives have a fitted effect of over 55% in size
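Cell growth measured by CellTiter-Glo luminescence after a minimum 48 h, 37 C compound exposure with 20 nM CPT in Tdp1-knockout DT40 cells stably expressing hTDP1, seeded 400/well; qHTS titration format.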
* hit, by the source's call; u = inconclusive; x = no result given; & = joins results of further samples. Calls come from the whole dose curve; as a rule, active = well fitted curve in the direction sought with a large enough effect; inconclusive = small, poorly fitted or top-dose-only effect, or another doubt; inactive = no such curve, though single readings can be large; an effect the other way counts as inactive or inconclusive. Unless noted, % is set by controls: 0 for no effect and ±100 for the full control effect; potency is the fitted concentration of half-maximal effect. Not all compounds are listed; rates above refer to the full screens.

SMILES	FEN1 inh	N370S GC	TDP1 cell CPT
N#CCSc1nnc(COc2cccc3ccccc23)n1-c1cccc(Cl)c1	-14%	19%	u
O=C(NCc1ccc(Cl)c(Cl)c1)c1ccco1	21%	2%	-13%
Cc1ccc(-c2[nH]ncc2C(=O)c2ccccc2C)c(O)c1	6%	-2%	3%
COc1ccc2oc(C(=O)OCC(=O)NC(C)c3ccccc3)c(C)c2c1 (stereo not drawn)	16%	-9%	-11%
Nc1cc(-c2ccc(Br)cc2)nn1S(=O)(=O)c1ccccc1	11%	3%	-6%
CCOC(=O)C(/C=C(\C#N)C(=O)OCC)=C(/N)N1CCN(c2c(C)cccc2C)CC1	-1%	12%	-17%
CCOCc1nc(C)c(Cl)c(NS(=O)(=O)c2ccc(N)cc2)n1	-3%	-1%	-15%
C=CCn1c(SCC(=O)Nc2c(C)cccc2C)nnc1-c1ccncc1	-1%	1%	0%
COc1ccc(CNC(=O)C2CCCN(S(=O)(=O)c3cccc4nsnc34)C2)cc1 (stereo not drawn)	17%&1%	-4%	-11%&-22%
Cc1ccc(C)c(NC(=O)c2ccc3nc(CCc4ccccc4)oc3c2)c1	-11%	x	-19%
Cc1ccc(C)c(S(=O)(=O)n2nc(C)c(S(=O)(=O)N3CCCCCC3)c2C)c1	-6%	x	-2%
CN(C)c1ccc(C(C(=O)NC2CCCC2)N(C(=O)c2ccco2)C2CC2)cc1 (stereo not drawn)	4%	1%	-15%
Cc1c(C2N3CC4(C)CN2CC(C)(C3)C4=O)c2ccccc2n1C (stereo not drawn)	-13%	2%	1%
Cc1n[nH]c(C)c1S(=O)(=O)N1CCN(S(=O)(=O)c2cccc(F)c2)CC1	0%	0%	-1%
Cc1c(C(=O)OCC(C)C)[nH]c2c1C(=O)CC(c1ccco1)C2 (stereo not drawn)	4%	22%	0.82µM*
COc1ccccc1CNC(=O)c1ccccc1SCC(=O)NCc1ccco1	-5%	-11%	u
C/C(N)=C(/C#N)C(=O)CSc1nc2ccccc2c(=O)n1Cc1ccc(C)cc1	-21%	3%	-29%
O=C(N1CCC(n2nc(-c3ccccc3)oc2=O)CC1)C1(c2ccccc2)CC1	-2%	-1%	u
CN(C)c1ccc(/C=C2\C(=O)Nc3ccccc32)cc1	-15%	17%&21%&20%&29%	16µM*
Cc1ccc(-n2nc3c(=O)n(C(C)C(=O)NCc4ccccc4C)nc(C)c3c2C)cc1 (stereo not drawn)	u	x	u
CCC(C)(C)NC(=O)CN(Cc1ccc(OC)cc1)C(=O)CCC(=O)Nc1nccs1	-3%	-6%	7%
CN(C)N1C(N)=C(C#N)C(c2cccc([N+](=O)[O-])c2)C2=C1CC(C)(C)CC2=O (stereo not drawn)	5%	0%	-6%
Cc1cc2[nH]c(=O)c3ccccc3n2n1	-1%	1%	u
CC(NC(=O)C(c1ccccc1)c1ccccc1)c1ccccc1 (stereo not drawn)	-3%	x	1%
CCOc1ccc(OCC)c(NC(=O)Cn2cccc2)c1	3%	19%	2%

Exported field by field: part of the list above
> CN(C)N1C(N)=C(C#N)C(c2cccc([N+](=O)[O-])c2)C2=C1CC(C)(C)CC2=O (stereo not drawn)
  FEN1 inh: 5%; N370S GC: 0%; TDP1 cell CPT: -6%
> Cc1cc2[nH]c(=O)c3ccccc3n2n1
  FEN1 inh: -1%; N370S GC: 1%; TDP1 cell CPT: u
> CC(NC(=O)C(c1ccccc1)c1ccccc1)c1ccccc1 (stereo not drawn)
  FEN1 inh: -3%; N370S GC: x; TDP1 cell CPT: 1%
> CCOc1ccc(OCC)c(NC(=O)Cn2cccc2)c1
  FEN1 inh: 3%; N370S GC: 19%; TDP1 cell CPT: 2%

An excerpt from above, reduced to FEN1 inh and N370S GC.
| molecule | FEN1 inh | N370S GC |
| --- | --- | --- |
| COc1ccc(CNC(=O)C2CCCN(S(=O)(=O)c3cccc4nsnc34)C2)cc1 (stereo not drawn) | 17%&1% | -4% |
| Cc1ccc(C)c(NC(=O)c2ccc3nc(CCc4ccccc4)oc3c2)c1 | -11% | x |
| Cc1ccc(C)c(S(=O)(=O)n2nc(C)c(S(=O)(=O)N3CCCCCC3)c2C)c1 | -6% | x |
| CN(C)c1ccc(C(C(=O)NC2CCCC2)N(C(=O)c2ccco2)C2CC2)cc1 (stereo not drawn) | 4% | 1% |

(list continues)
SMILES	FEN1 inh	N370S GC	TDP1 cell CPT
O=c1ccc2cc(S(=O)(=O)N3CCN(c4cc(Cl)ccc4Cl)CC3)ccc2o1	-1%	-7%	-15%
Cc1ccc(C(=O)Nc2ccc(C(F)(F)F)n(C)c2=O)cc1	7%	-6%	-16%
CCNc1nc(NCC)nc(N(C)N)n1	-4%	4%	u
COc1ccc(SCCCn2c(=O)c3c(ncn3C)n(C)c2=O)cc1	15%	-19%	u
CCC(c1nnc(SCC(=O)Nc2ccc(S(N)(=O)=O)cc2)n1Cc1ccccc1)N(C)C (stereo not drawn)	-6%	-7%	-21%
S=c1[nH]nc(-c2cc(-c3ccccc3)n[nH]2)n1/N=C/c1ccc(Cl)c(Cl)c1	u	4%	u
Cc1ccccc1-n1nc2c(c1NC(=O)C(C)(C)C)CS(=O)(=O)C2	-11%	-11%	9%
Cc1nnc(NC(=O)C(C)Sc2nncn2C)s1 (stereo not drawn)	10%	20%	-2%
CCCN(CCO)Cc1cccc(Br)c1	7%	-7%	-7%
CCOC(=O)c1ccc(-n2c(N)c(C(=O)OC)c3nc4ccccc4nc32)cc1	-1%	x	5.8µM*
Cn1c(SCc2nc(-c3ccc(Cl)cc3)no2)nnc1-c1ccco1	-9%	2%	-22%
CC1(C)CC(=O)C2=C(C1)OC(N)=C(C#N)C2C1C=CCCC1 (stereo not drawn)	8%	10%	u
CN(C)C(=O)C(=O)c1cccn1-c1cccc(Cl)c1C#N	17%	-1%	2%
O=C(NCc1ccco1)c1cccc2c1C(=O)N(C1CCCCC1)C2	0%	-3%	-11%
Cn1ncc2c(NNC(=O)c3ccc(Cl)cc3Cl)ncnc21	-1%	-13%	-6%
Cc1ccc(S(=O)(=O)NCCCC(=O)N2CCC(C)CC2)cc1	-1%	0%	1%
COc1ccccc1[C@@H]1C(c2ccccc2)=NN(c2ccccc2)[C@H]1C(=O)N1CCOC1=O	12%	u	u
COc1cc2c3nc4n(c(=O)c3n(CC(=O)NCC3CCCO3)c2cc1OC)CCS4 (stereo not drawn)	-12%	2%	-1%
Cc1ccc(-c2nnn(CC(=O)N(CC(=O)NC3CCCC3)c3cccc(F)c3)n2)o1	-2%	2%	8%
CC1=C(C(=O)Nc2ccccn2)C(c2cccnc2)n2nnnc2N1 (stereo not drawn)	-9%	1%	-2%
CCN(Cc1ccccc1)c1ccc(N=Nc2nn(C)c(C)c2[N+](=O)[O-])cc1	0%	2%	-27%
CC(=O)c1ccc(N2CCN(c3ccc(S(=O)(=O)NCCCN(C)C)cc3[N+](=O)[O-])CC2)cc1	6%	-13%	23µM*
CC(C)CCNC(=O)C1CCC(CNc2c(N3CCC(C)CC3)c(=O)c2=O)CC1 (stereo not drawn)	4%	-4%	4%
O=c1cc(-c2ccc(Cl)c(Cl)c2)[nH][nH]1	-5%	-4%	0%
COc1ccc(S(=O)(=O)N(C)CC(=O)NCCc2ccccc2)cc1OC	21%	-2%	-4%

(continued)
SMILES	FEN1 inh	N370S GC	TDP1 cell CPT
CCC1CC2(C)NC(=O)c3c(sc4c3CC(C)(C)OC4)N2C1=O (stereo not drawn)	6%	2%	u
COc1ccc(-c2c(C#N)sc(C(N)=O)c2-c2ccc(OC)cc2)cc1	-10%	16%	u
COc1ccc(CN2C(=O)c3cccnc3C2Nc2cc(Cl)c(OC)cc2OC)cc1 (stereo not drawn)	-2%	5%	-19%
Cc1ccc(Cl)cc1N1CCN(C(=O)c2c(C)oc3ncnc(N4CCOCC4)c23)CC1	12%	x	u
CCOC(=O)c1ccc(Cl)c(NC(=O)c2ccc(-c3ccccc3)cc2)c1	1%	2%	-14%
CCN(C(=O)CN1CCCCC1)C1(C)C(=O)c2ccccc2C1=O	5%	11%	25%
CCOc1ccc2c(c1)c(=O)c(C(=O)c1ccccc1)cn2Cc1ccccc1	6%	x	21µM*
O=C1C2CC=CCC2C(=O)N1c1ncn[nH]1 (stereo not drawn)	-9%	-14%	5%
COC(CN(C(=O)CCl)C(C(=O)NC1CCCCC1)c1ccc(Cl)cc1)OC (stereo not drawn)	-3%	2%	5.2µM*
OC(COc1ccccc1)CN1CCN(c2ncccn2)CC1 (stereo not drawn)	-9%	-12%	8%
O=C(NCCC1=CCCCC1)c1ccc2c(c1)N(Cc1ccc(Cl)cc1)C(=O)c1ccccc1S2=O (stereo not drawn)	-22%	x	u
CCNc1nc(C23CC4CC(CC(C4)C2)C3)cs1	0%	-12%	u
CC(OC(=O)c1cc2ccccc2[nH]1)C(=O)N(C)c1ccccc1 (stereo not drawn)	3%	x	-29%
O=C(NCc1ccccc1)c1cc2nc(C3CC3)cc(C(F)(F)F)n2n1	3%	1%	u
CCCCNC(=O)c1ccc2c(c1)S(=O)(=O)c1ccccc1C2=O	-22%	-23%	-12%
COC(=O)CC1Oc2ccccc2-n2cc(-c3ccc(F)cc3)nc21 (stereo not drawn)	17%	x	9.2µM*
O=S1(=O)CCOC[C@H](Cc2ccccc2)N1Cc1cccc(C(F)(F)F)c1	-14%	x	18µM*
CS(=O)(=O)c1cnc(-c2ccccc2)nc1-c1ccccc1Cl	-2%	22%	1%
Cc1ccc(OCC(=O)Nc2ccc(NC(=O)c3ccco3)cc2)c(C)c1	-2%	-5%	5%
CCCCn1c(N)nc2ccccc21	-4%	14%	u
Cc1ccc(N2C(=O)C3C4C=CC(CC4)C3C2=O)cc1Br (stereo not drawn)	-7%	-4%	18%
COc1cc(C(=O)NC(=S)Nc2csc(-c3ccc(F)cc3)n2)cc(OC)c1OC	8%	-9%	-14%
COc1ccc(-c2csc(NC(=O)c3ccc(S(=O)(=O)N4CCc5ccccc5C4)cc3)n2)cc1	7%	-4%	-13%
Cc1cccc(OCC(=O)Nc2ccc3c(c2)nc2n3CCOC2)c1	3%	2%	-9%
COc1ccc(C(=O)CNc2ccccc2Br)cc1	9%	-2%	-8%

One compound at a time, from the list above.
Results for CC(OC(=O)c1cc2ccccc2[nH]1)C(=O)N(C)c1ccccc1 (stereo not drawn) : FEN1 inh: 3%; N370S GC: x; TDP1 cell CPT: -29%
Results for COc1cc(C(=O)NC(=S)Nc2csc(-c3ccc(F)cc3)n2)cc(OC)c1OC : FEN1 inh: 8%; N370S GC: -9%; TDP1 cell CPT: -14%
Results for CCC1CC2(C)NC(=O)c3c(sc4c3CC(C)(C)OC4)N2C1=O (stereo not drawn) : FEN1 inh: 6%; N370S GC: 2%; TDP1 cell CPT: u

Further results follow.
SMILES	FEN1 inh	N370S GC	TDP1 cell CPT
O=C(c1ccccc1)c1ccc2c(c1)OCCCO2	12%	14%	-4%
CC(=O)c1cccc(Nc2c3c(nc4ccccc24)CCC3)c1	-12%	-13%	2.1µM*
CCN1CCCC1CN(Cc1cc2cc(C)cc(C)c2[nH]c1=O)C(=O)Nc1ccccc1OC (stereo not drawn)	2%	-1%	13µM*
CCCc1nnc(SCC(=O)N2CCCCC2C)n1CC (stereo not drawn)	-1%	1%	-14%
CCOC(=O)c1cc(S(=O)(=O)N2CCN(c3ccccc3)CC2)[nH]n1	1%	x	u
c1ccc(-c2ccccc2OCCN2CCCCC2)cc1	5%	-7%	-25%
NNC(=O)c1ccc2c(c1)S(=O)(=O)NNC2=O	5%	4%	-26%
CCOC(=O)c1c(N)n(-c2cc(C)cc(C)c2)c2nc3ccccc3nc12	1%	x	u
CCCN(CCC(=O)Nc1ccccc1F)CC1CC1	-2%	3%	-14%
Cc1cc(C)cc(OCCNC(=O)CCc2ccccc2)c1	-9%	-16%	-2%
Cc1ccc(N(C(=O)c2ccc(S(=O)(=O)N3CCOCC3)cc2)C2C=CS(=O)(=O)C2)cc1 (stereo not drawn)	1%	-3%	-4%
O=C(CN1CCN(C(=O)c2ccccc2)CC1)Nc1cc(S(=O)(=O)N2CCCC2)ccc1Cl	-4%	x	u
COc1ccc2nc3cc(Cl)ccc3c(C#N)c2c1	-8%	-14%	14%
OCCC1CN(Cc2ccccn2)CCN1C1CCCC1 (stereo not drawn)	3%	-7%	-4%
Cc1cccc(C)c1Nc1c(-c2ccc(O)cc2)nc2sccn12	-2%	x	6.5µM*
N#Cc1ccccc1OCC(=O)Nc1ccc(S(=O)(=O)N2CCOCC2)cc1	-12%	x	-21%
